KDM5B inhibitor: blocks human KDM5B histone demethylase activity. Q9UGL1. KDM5B demethylase, FDH-coupled NADH fluorescence (FDH is formaldehyde dehydrogenase). Potency, µM (doses to about 57.7 µM), inactives show top-dose activity change, negative = inhibition, actives largely listed as inhibitors. hit rate 2.6% among 220,000. AID 1347165; active = well fitted inhibition curve with a large enough effect; inconclusive = small, poorly fitted or top-dose-only effect; inactive = no such curve, though single readings can be large or run the other way; also: 0% is about no effect; nearly all actives have a fitted effect of over 70% in size
Target sequence (Q9UGL1 whole entry, looked up): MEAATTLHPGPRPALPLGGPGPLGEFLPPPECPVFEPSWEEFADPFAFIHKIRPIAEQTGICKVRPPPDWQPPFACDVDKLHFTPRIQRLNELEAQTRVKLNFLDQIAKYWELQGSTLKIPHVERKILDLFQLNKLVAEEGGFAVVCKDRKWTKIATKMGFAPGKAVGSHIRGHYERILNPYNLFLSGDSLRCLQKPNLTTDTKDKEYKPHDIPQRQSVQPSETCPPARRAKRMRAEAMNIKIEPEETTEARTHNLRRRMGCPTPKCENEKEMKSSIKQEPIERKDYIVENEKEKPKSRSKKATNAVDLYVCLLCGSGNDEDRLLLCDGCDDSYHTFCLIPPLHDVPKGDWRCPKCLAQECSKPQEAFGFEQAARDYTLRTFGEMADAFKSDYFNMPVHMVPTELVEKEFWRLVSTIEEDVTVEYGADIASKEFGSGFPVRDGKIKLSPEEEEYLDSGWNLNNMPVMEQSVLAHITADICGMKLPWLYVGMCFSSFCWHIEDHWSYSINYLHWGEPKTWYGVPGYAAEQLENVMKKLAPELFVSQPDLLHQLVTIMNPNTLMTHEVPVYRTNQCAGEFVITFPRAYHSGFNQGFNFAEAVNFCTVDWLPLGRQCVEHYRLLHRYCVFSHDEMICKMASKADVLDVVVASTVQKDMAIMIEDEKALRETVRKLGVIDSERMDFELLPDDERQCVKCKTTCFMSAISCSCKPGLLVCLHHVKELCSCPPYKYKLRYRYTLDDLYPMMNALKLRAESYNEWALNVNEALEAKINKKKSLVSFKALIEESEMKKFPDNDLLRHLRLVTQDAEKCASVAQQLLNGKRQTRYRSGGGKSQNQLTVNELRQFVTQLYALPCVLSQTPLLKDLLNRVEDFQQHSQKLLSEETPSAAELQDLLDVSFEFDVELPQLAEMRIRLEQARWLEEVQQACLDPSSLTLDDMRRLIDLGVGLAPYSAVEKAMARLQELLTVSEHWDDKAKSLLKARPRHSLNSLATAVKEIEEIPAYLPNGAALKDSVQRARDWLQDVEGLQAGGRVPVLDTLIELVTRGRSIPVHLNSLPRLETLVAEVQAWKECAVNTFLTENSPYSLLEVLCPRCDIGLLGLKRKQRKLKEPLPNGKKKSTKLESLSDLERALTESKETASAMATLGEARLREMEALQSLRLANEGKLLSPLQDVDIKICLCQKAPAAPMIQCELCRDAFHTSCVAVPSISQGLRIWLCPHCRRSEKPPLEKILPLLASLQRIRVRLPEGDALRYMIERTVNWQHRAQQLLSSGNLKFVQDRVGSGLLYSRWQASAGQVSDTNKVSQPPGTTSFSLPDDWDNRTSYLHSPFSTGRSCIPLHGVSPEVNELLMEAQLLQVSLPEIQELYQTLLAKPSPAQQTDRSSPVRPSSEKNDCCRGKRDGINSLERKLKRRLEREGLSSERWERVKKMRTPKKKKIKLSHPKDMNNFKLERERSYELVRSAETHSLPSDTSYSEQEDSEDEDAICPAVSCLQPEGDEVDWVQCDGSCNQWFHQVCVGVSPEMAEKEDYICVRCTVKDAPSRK
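Inhibition is measured as reduced NADH fluorescence generation from FDH coupling to formaldehyde release. Truncated KDM5BΔAP at 200 nM final acts on H3K4me3 peptide (12.5 µM in substrate mix) in pH 7.5 HEPES buffer with Tween-20, 30 min, room temperature.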
The depositor's hits bear a star; ? = inconclusive; [ ] = dose if it differs, or a comment. Potency is read from the fitted curve at half-maximal effect. A portion of the library; the hit share may differ from the screen's.

SMILES | KDM5B inhibitor
C#CCN1CCN(c2cccc(C)c2)CC1 | 23%
Cc1[nH]c2ccccc2c1C=C(C#N)C#N | 11%
CCOC(=O)C1=Nc2ccccc2/C1=C\c1c(O)n(C)c(=O)n(C)c1=O | -42%
O=C1Nc2ccccc2C12CCN(Cc1cccc3ccccc13)CC2 | -4%[115 µM]
CC(=O)NCCCC(=O)N1C2CCC1CN(Cc1cccnc1)C2 | -27%[149 µM]
Cc1ccc(C)c(CN2C(=O)c3ccccc3Sc3ccc(C(=O)N4CCC5(CC4)OCCO5)cc32)c1 | ?
C=CCn1c(O)c(/C(C)=N/N2CCCCCC2)c(=O)[nH]c1=O | 15%
O=C(NC[C@H]1C[C@@H]2CCN1C[C@@H]2CN1CCOCC1)c1ccc(C(F)(F)F)cc1 | -12%[86.2 µM]
CN(Cc1ccccc1)Cc1cn(C[C@H]2CC3CCN2C[C@@H]3C(=O)NCc2ccccc2)nn1 (stereo partly drawn) | -5%
Cc1c(C(=O)Cn2c(C)nc3ccccc32)c2ccccc2n1C | 7%
CC(C)(C)CC(=O)N1C[C@@H]2C[C@H](C1)c1ccc(NC(=O)c3ccco3)c(=O)n1C2 | ?
COc1ccc(N=Cc2c(O)n(C)c(=O)n(C)c2=O)cc1 | ?
CCOC(=O)c1ccc(NC(=O)CSc2nc3c(cc2C#N)N2CCC3CC2)cc1 | ?
COc1ccc(S(=O)(=O)NC[C@H]2C[C@@H]3CCN2C[C@@H]3CN2CCc3ccccc32)cc1 | 6%[86.2 µM]
COc1ccc2c(c1)C1(CCN(S(=O)(=O)c3cccc(Cl)c3)C1)C(=O)N2C (stereo not drawn) | 1%
O=C1NC[C@H]2CN(Cc3ccccc3)CCN12 | ?
Cc1ccccc1C(=O)N1CCC2(CC1)NCc1ccccc1-n1ccnc12 | -9%
CCC(CC)c1cc([C@H]2CN3CC[C@H]2C[C@@H]3CNC(=O)Nc2cccc(C#N)c2)nc(-c2ccncc2)n1 | -7%
CC(=O)CC(c1ccccc1[N+](=O)[O-])c1c(O)c2ccccc2oc1=O (stereo not drawn) | -9%
C#C[C@H]1CN2CC[C@H]1C[C@@H]2CNS(=O)(=O)c1ccc(C)cc1 | 7%[86.2 µM]
COc1ccccc1-c1nn2c(=O)cc(CN3CCN(C(=O)COc4ccccc4Cl)CC3)nc2s1 | -21%
CC(CNC1CC1)c1ccccc1 (stereo not drawn) | 5%
C=CCN1C[C@@H]2CN(S(=O)(=O)c3cccnc3)C[C@]2(C(=O)O)C1 | ?
COc1ccc(NC(=O)N2[C@H]3CC[C@@H]2c2cncnc2C3)cc1OC | -17%
O=C1NC(=O)N(CCC2=CCCCC2)C(=O)/C1=C/c1cccs1 | ?

(cont.)
SMILES | KDM5B inhibitor
COc1cc2c(cc1Oc1cccc(N(C)C)c1)NC(=O)C21CCN(CC2CC2)CC1 | -8%[86.2 µM]
CSc1ccc(CN2CCN(C(=O)COc3ccc(C)cc3)CC2)cc1 | ?
CCC1(N2CCN(C(=O)Cc3ccccc3F)CC2)CCN(S(C)(=O)=O)C1 (stereo not drawn) | -10%
O=C(CN1CCOCC1)c1ccc(Br)cc1 | -21%
COc1ccc(Cl)cc1N=Cc1c(O)n(C)c(=O)n(C)c1=O | ?
Cc1nc(-c2ccc(N(C)C)cc2)cc([C@H]2CN3CC[C@H]2C[C@@H]3CNC(=O)c2ccccc2)n1 | 25µM*
Cc1ccc(Cn2cccc(C(=O)Nc3ccc(C)c(Cl)c3)c2=O)cc1 | 0%
N#Cc1ccc(CN2CCN(C(=O)Cc3n[nH]c(=O)c4ccccc34)CC2)cc1 | -10%
CN1C(=O)CO[C@H]2CN(C3CCOCC3)C[C@H]21 | -17%[115 µM]
CN(Cc1ccsc1)C(=O)CCl | -11%
Cc1nc(-c2ccc(C(F)(F)F)cc2)cc([C@H]2CN3CC[C@H]2C[C@@H]3CNS(C)(=O)=O)n1 | -14%
COc1ccc(-c2cc([C@H]3CN4CC[C@H]3C[C@@H]4CNC(=O)NC3CCCCC3)n(C)n2)cc1 | -10%
CN1C(=O)C(=Cc2sc(=O)n(-c3ccccc3)c2N(C)C)C(=O)N(C)C1=O | -19%
CCC1CO/C(=C(\C(Cl)=C(Cl)Cl)[N+](=O)[O-])N1Cc1ccc(Cl)nc1 (stereo not drawn) | ?
COc1ccc(-c2cc([C@H]3CN4CC[C@H]3C[C@@H]4CNC(=O)c3ccccc3)n(C)n2)cc1OC | 12%
N#Cc1ccc(NC(=O)CN2C(=O)NC3(CCCC3)C2=O)cc1Cl | 37%[activator]
CN1CC2CN(C(=O)c3cccs3)CC(C1)O2 | -14%
COc1cc2c(cc1OCc1ccccc1)NC(=O)C21CCN(C(C)=O)CC1 | 2%[86.2 µM]
O=S1(=O)NC2(CCN(Cc3ccc(Cl)s3)C2)COc2ccncc21 (stereo not drawn) | 10%[115 µM]
C=C[C@H]1CN2CC[C@H]1C[C@@H]2CNC(=O)COCC(=O)O | -20%[115 µM]
COc1ccccc1-c1cc([C@H]2CN3CC[C@H]2C[C@@H]3COC(=O)Nc2ccc(C(C)C)cc2)n(C)n1 | -24%
O=C(Cc1cccnc1)N1[C@H]2CC[C@@H]1c1cnc(-c3ccc(F)cc3)nc1C2 | -13%
O=C1CC(c2ccccc2)[Se]C(c2ccccc2)C1 (stereo not drawn) | -22%
O=C(Cc1ccccc1)N1[C@H]2CC[C@@H]1c1cnc(-c3ccccc3)nc1C2 | -14%
CC(C)NC(=O)NC[C@H]1C[C@@H]2CCN1C[C@@H]2c1cc(C2CCCCC2)nn1C | 12%[86.2 µM]

(cont.)
SMILES | KDM5B inhibitor
CC(C)CCN1CCC2CC(=O)NCCC2C1 (stereo not drawn) | -4%[230 µM]
O=C(Nc1ccccc1)N1[C@H]2CC[C@@H]1c1cncnc1C2 | 9%
COc1ccc(Br)cc1C1SCC(=O)Nc2c1c(C)nn2-c1ccccc1C (stereo not drawn) | -3%
N#Cc1cnn2c(C(F)F)cc(-c3ccc(F)cc3)nc12 | ?
FC(F)(F)CN1C2CCC1CN(c1cncc(Br)c1)C2 | 3%[115 µM]
CSc1ccc(-c2ccc(=O)n3c2[C@@H]2C[C@@H](CN(C(=O)Nc4cccc(F)c4)C2)C3)cc1 | ?
Cc1cccc(OCC(=O)N2CCC3(CC2)c2nccn2-c2ccccc2CN3C)c1 | -16%
CC(C(=O)NCc1cccs1)N1CC=C(c2ccccc2)CC1 (stereo not drawn) | ?
CN(Cc1ccccc1)Cc1cn(C[C@H]2C[C@@H]3CCN2C[C@@H]3C(=O)N2CCOCC2)nn1 | 11%
Cc1nc(-c2ccccc2Br)cc([C@H]2CN3CC[C@H]2C[C@@H]3CNC(=O)c2ccco2)n1 | 3%
Cc1ccc2c(c1)C(SCC(=O)Nc1ccccc1C(=O)O)c1ccccc1O2 (stereo not drawn) | -18%
COc1ccc(-n2c(/C=C\c3ccccc3F)nc3ccccc3c2=O)c(OC)c1 | -19%
Cc1ncc2c(n1)C[C@@H]1CC[C@H]2N1C(=O)NC1CCCC1 | -16%
CCN(CC)CCNc1ccc([N+](=O)[O-])c2cccnc12 | -11%
CSc1ncc(C(=O)Nc2ccc(Cl)cc2C(=O)c2ccccc2)c(C)n1 | -8%
CC(=O)Nc1ccc(S(=O)(=O)NC[C@H]2C[C@@H]3CCN2C[C@@H]3c2cc(-c3ccccc3Br)nc(C)n2)cc1 | -3%
N#Cc1ccccc1NC(=O)c1cccn(Cc2ccccc2)c1=O | -28%
CCCS(=O)(=O)N1CC[C@@H]2COCCN(C)[C@@H]2C1 | -2%
CCCCc1cn(C[C@H]2CC3CCN2C[C@@H]3C(=O)NCc2ccco2)nn1 (stereo partly drawn) | -34%[86.2 µM]
C#CCN(C)C[C@H]1CN2CC[C@H]1C[C@@H]2CNC(=O)Nc1ccccc1 | 6%[86.2 µM]
Cn1nc(C2CCCCC2)cc1[C@H]1CN2CC[C@H]1C[C@@H]2CNC(=O)Nc1ccccc1 | -6%[86.2 µM]
Cn1nc(-c2cccs2)cc1[C@H]1CN2CC[C@H]1C[C@@H]2CNC(=O)C1CCCCC1 | -15%[86.2 µM]
Cc1cccc(C2CC(=O)Oc3c2c(=O)oc2ccccc32)c1 (stereo not drawn) | ?
C=CCN(C)C[C@H]1CN2CC[C@H]1C[C@@H]2CNC(=O)COC | -20%[86.2 µM]
O=C1OCC2(CCN(Cc3cccc(Cl)c3)C2)N1c1ccncc1 (stereo not drawn) | -12%[86.2 µM]

An excerpt from above in order of molar mass, smallest number first:
SMILES | KDM5B inhibitor
CCCS(=O)(=O)N1CC[C@@H]2COCCN(C)[C@@H]2C1 | -2%
O=C(Nc1ccccc1)N1[C@H]2CC[C@@H]1c1cncnc1C2 | 9%
Cc1ncc2c(n1)C[C@@H]1CC[C@H]2N1C(=O)NC1CCCC1 | -16%
N#Cc1cnn2c(C(F)F)cc(-c3ccc(F)cc3)nc12 | ?
C=CCN(C)C[C@H]1CN2CC[C@H]1C[C@@H]2CNC(=O)COC | -20%[86.2 µM]
C#CCN(C)C[C@H]1CN2CC[C@H]1C[C@@H]2CNC(=O)Nc1ccccc1 | 6%[86.2 µM]
FC(F)(F)CN1C2CCC1CN(c1cncc(Br)c1)C2 | 3%[115 µM]
CCCCc1cn(C[C@H]2CC3CCN2C[C@@H]3C(=O)NCc2ccco2)nn1 (stereo partly drawn) | -34%[86.2 µM]
CSc1ncc(C(=O)Nc2ccc(Cl)cc2C(=O)c2ccccc2)c(C)n1 | -8%
Cc1ccc2c(c1)C(SCC(=O)Nc1ccccc1C(=O)O)c1ccccc1O2 (stereo not drawn) | -18%
Cc1cccc(OCC(=O)N2CCC3(CC2)c2nccn2-c2ccccc2CN3C)c1 | -16%
CN(Cc1ccccc1)Cc1cn(C[C@H]2C[C@@H]3CCN2C[C@@H]3C(=O)N2CCOCC2)nn1 | 11%
CSc1ccc(-c2ccc(=O)n3c2[C@@H]2C[C@@H](CN(C(=O)Nc4cccc(F)c4)C2)C3)cc1 | ?
Cc1nc(-c2ccccc2Br)cc([C@H]2CN3CC[C@H]2C[C@@H]3CNC(=O)c2ccco2)n1 | 3%
CC(=O)Nc1ccc(S(=O)(=O)NC[C@H]2C[C@@H]3CCN2C[C@@H]3c2cc(-c3ccccc3Br)nc(C)n2)cc1 | -3%

Continuation.
SMILES | KDM5B inhibitor
Cc1ccc(C(=O)N2[C@H]3CC[C@@H]2c2cnc(-c4ccccc4)nc2C3)cn1 | ?
Cc1ccc(CNCCc2c[nH]c3ccccc23)c(C)c1 | 10%
COc1cc2c(cc1CCc1ccccc1)N(C(=O)C(C)C)CC21CCN(C(C)=O)CC1 | 15%[86.2 µM]
CCc1ccc(NC(=O)c2cccn(Cc3cccc([N+](=O)[O-])c3)c2=O)cc1 | -16%
CSc1cccc(NC(=O)NC[C@H]2C[C@@H]3CCN2C[C@@H]3CN2CCN(c3ccccc3)CC2)c1 | 12%
O=C(C1CCCCC1)N1[C@H]2CC[C@@H]1c1cnc(-c3ccc(F)cc3)nc1C2 | 16%
C=C[C@H]1CN2CC[C@H]1C[C@@H]2CNC(=O)c1ccc2ccccc2c1 | -19%[86.2 µM]
Cc1c(C(c2ccc(F)cc2)c2c(O)c3ccccc3oc2=O)c(=O)n(-c2ccccc2)n1C (stereo not drawn) | -18%
Cn1nccc1CN1CCCC2(CC(c3cccnc3)=NO2)C1 (stereo not drawn) | 30%[activator][149 µM]
CCCOC(=O)c1ccc(Oc2coc3cc(OC(=O)N(C)C)ccc3c2=O)cc1 | 3%
O=C1CSC(c2ccccc2Br)c2cn[nH]c2N1 (stereo not drawn) | 3%
Cc1cccc(OCC(=O)N2CCN(Cc3cc(=O)n4nc(-c5ccccc5Cl)sc4n3)CC2)c1 | 17%
CCN(CC)S(=O)(=O)c1ccc(C(=O)NC2CN3CCC2CC3)cc1 (stereo not drawn) | 12%
O[C@H]1[C@H](NCc2ccccn2)[C@H]2CO[C@H](O2)[C@@H]1N1CCCC1 | ?
COc1cc2c(cc1OCC1CCCC1)N([S+](=O)([O-])c1cccc(C(F)(F)F)c1)CC21CCN(CC(=O)O)CC1 | 12%
O=Cc1cn(Cc2c(F)cccc2Cl)nc1-c1ccccc1 | 10%
CCc1cccc(NC(=O)N2[C@H]3CC[C@@H]2c2cncnc2C3)c1 | -26%
COCCC(=O)N1[C@H]2CC[C@@H]1c1cnc(-c3ccc(F)cc3)nc1C2 | -10%
O=C(NCc1ccc(F)cc1)[C@H]1CN2CC[C@H]1C[C@@H]2Cn1cc(CC2CCCCC2)nn1 | -10%
Cn1cccc1CN1CCCC2(CC(c3cccnc3)=NO2)C1 (stereo not drawn) | ?
Cc1cccc(-n2c(/C=C/c3cn(C)c4ccccc34)nc3ccccc3c2=O)c1 | -27%
Cc1ccc(C(=O)N2[C@H]3CC[C@@H]2c2cnc(C)nc2C3)c(C)c1 | 2%
COc1ccccc1[C@H]1CN(C(=O)C2[C@H]3CNC[C@@H]23)[C@@H]2C3CCN(CC3)[C@H]12 (stereo partly drawn) | 12%
COc1ccc(-c2cc([C@H]3CN4CC[C@H]3C[C@@H]4CN)nc(C)n2)cc1OC | 40µM*
CC(=O)N1N=C(c2cccnc2)OC1c1ccccc1Cl (stereo not drawn) | -15%

(more compounds)
SMILES | KDM5B inhibitor
O=C1CSC(c2cccc(F)c2F)c2cn[nH]c2N1 (stereo not drawn) | -2%
C=CCOc1ccc(/C=C(\C)[N+](=O)[O-])cc1OC | ?
COc1cc2c(cc1Oc1ccccc1)NC(=O)C21CCN(Cc2cccc(O)c2)CC1 | 0%[86.2 µM]
CC(=O)NCCNC(=O)[C@H]1CN2CC[C@H]1C[C@@H]2Cn1cc(COc2ccccc2)nn1 | -26%[86.2 µM]
CCCCCCCCN=Cc1c(O)[nH]c(=O)[nH]c1=O | 12%
CSc1ccc(-c2ccc(=O)n3c2[C@@H]2C[C@@H](CN(S(=O)(=O)c4cccs4)C2)C3)cc1 | ?
O=C(C[N+]12CCC(CC1)C(C(O)(c1ccccc1)c1ccccc1)C2)c1ccc(Br)cc1 (stereo not drawn) | 15%
C=C(C)CSc1nnc([C@@H](N)Cc2ccccc2)o1 | 9%
Cn1cccc1CN1CCC2(CC1)C(=O)Nc1ccccc12 | ?
